GalR3 antag – antagonists of human GalR3 | HEK293 GalR3-CNG cAMP membrane potential fluorescence; galR3 body fused to GalR1 C-terminus | 360,000 compounds, 0.44% hits | AID 651719 | inhibition, % at 3 µM | O60755;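 active = inhibition above the screen-wide average plus 3 SD, cut at about 13% in these data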;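 note: forskolin and galanin both at EC90 stimulate the cells; cAMP rise reported by CNG channel membrane potential dye signal; 0% = forskolin plus galanin with DMSO and 100% = forskolin alone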
Target sequence (O60755 1-299 limits assumed): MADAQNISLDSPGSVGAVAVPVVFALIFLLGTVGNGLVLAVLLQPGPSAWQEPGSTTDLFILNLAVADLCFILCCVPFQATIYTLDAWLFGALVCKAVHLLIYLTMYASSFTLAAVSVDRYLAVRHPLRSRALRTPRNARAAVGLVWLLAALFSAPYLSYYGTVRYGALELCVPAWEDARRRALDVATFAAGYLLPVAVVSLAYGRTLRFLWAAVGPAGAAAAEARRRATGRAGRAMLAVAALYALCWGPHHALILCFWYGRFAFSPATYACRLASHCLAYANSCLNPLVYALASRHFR
M4 PAM – positive allosteric modulators of human muscarinic M4 receptor; activation, % at 3 µM; AID 624126; P08173; 360,000 compounds, 0.4% hits; CHO-K1 hM4/Gqi5, Fluo-8 calcium fluorescence, ACh EC20; 0% = ACh EC20, 100% = maximal ACh;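 active = activation above its plate's cutoff, the mean activation of sample wells plus 3 SD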; note: some results filed as inactive read as strong as hits
Target sequence (P08173 whole entry, looked up): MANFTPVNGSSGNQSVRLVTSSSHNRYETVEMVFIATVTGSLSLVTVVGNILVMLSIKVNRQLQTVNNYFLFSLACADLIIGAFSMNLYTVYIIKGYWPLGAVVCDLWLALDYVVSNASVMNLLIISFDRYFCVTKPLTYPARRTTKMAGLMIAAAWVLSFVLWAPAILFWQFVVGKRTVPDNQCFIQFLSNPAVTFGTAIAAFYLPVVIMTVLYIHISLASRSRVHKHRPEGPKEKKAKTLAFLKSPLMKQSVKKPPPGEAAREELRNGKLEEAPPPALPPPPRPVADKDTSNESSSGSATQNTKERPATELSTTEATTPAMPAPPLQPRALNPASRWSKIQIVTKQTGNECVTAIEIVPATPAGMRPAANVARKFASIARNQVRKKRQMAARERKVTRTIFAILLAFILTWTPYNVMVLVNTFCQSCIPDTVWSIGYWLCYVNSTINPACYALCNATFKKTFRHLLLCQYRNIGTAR
PHOSPHO1 block – PHOSPHO1 (human) inhibition | recombinant PHOSPHO1, absorbance phosphatase assay | inhibition, % at 13.3 µM | 290,000 compounds, 1.1% hits | AID 1565; in the data active = inhibition above about 60%
IDE act – IDE (human) activation, cell-based; P14735; HEK cells, FAbeta-B cleavage, fluorescence polarization; 0% vehicle, 100% cell-free pure enzyme wells; activation, % at 5.96 µM; 340,000 compounds, 0.073% hits; AID 493087;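 active = activation above the mean of all tested compounds plus 3 SD, set per screening campaign, cut at about 17% in these data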
CRFR2-BP antag – blocks CRF-induced signaling of the CRF-BP/CRF-R2 complex; inhibition, % at 11.8 µM; 350,000 compounds, 0.59% hits; HEK293 CRF-R2/CRF-BP, CRF-induced calcium fluorescence;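 active = inhibition of the ligand-induced calcium signal above about 50% at the single tested concentration, limit read from the data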
IDE cell inh – cellular human IDE inhibition | inhibition, % at 5.59 µM | 320,000 compounds, 0.41% hits | HEK cells, FAbetaB cleavage, fluorescence polarization | P14735;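 active = percent inhibition above the average of all tested compounds plus 3 SD, set per screening campaign, cut at about 16% in these data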;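 note: IDE supplied by intact live HEK cells; FP after avidin binding of uncleaved biotin substrate so inhibition keeps polarization high; 0% = DMSO wells and 100% = 60 µM reference IDE inhibitor Ii1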
CRFBP-R2 agonist – agonists of human CRF-binding protein/CRF-R2 receptor complex. HEK293 CRF-R2/CRF-BP, calcium dye fluorescence (FLIPR); percent of saturating CRF peptide response. activation, % at 13.2 µM. 350,000 compounds, 0.46% hits. AID 588473;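 active = activation of at least 50%, plus an integration ratio under a set limit after plate pattern correction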;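 note: plate controls were neutral control wells without compound for no effect and CRF at EC100 for full effect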
MEKK3 PB1 HTS – raises or lowers MEK5 binding to the human MEKK3 PB1 domain; Q99759; AID 1529; binding response (% of control), % at 10 µM; 290,000 compounds, 1.4% hits; bead-based flow cytometry, Alexa488-MEK5 binding to MEKK3; actives lie on both sides; 0 = blocked by unlabeled MEK5, 100 = vehicle;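 active = binding response more than 3 SD above or below the average of its plate-row segment, actives on both sides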;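 note: Alexa488 bead fluorescence after subtracting the streptavidin-only scavenger bead signal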
p-CIP stab down – lowers stability of the mouse p/CIP coactivator protein | Q05BA5 | F442A p/CIP-EGFP cells, EGFP fluorescence, 16 h | decrease of EGFP signal, % at 10 µM | 290,000 compounds, 0.01% hits | AID 1984;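 active = EGFP signal decrease of at least 30% at 10 µM or well 3 SD below plate mean, unless failing retest; inactive = the rest, including hits failing retest or dose response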; note: some compounds called inactive have numbers as strong as hits; many of its hits are not listed in these tables
The depositor's hits bear a star; nt = no result given. Rows were taken by chance; overall some 4.2% were active at least once.

Sample of the layout (6 entries):
SMILES	GalR3 antag	M4 PAM	PHOSPHO1 block	IDE act	CRFR2-BP antag	IDE cell inh	CRFBP-R2 agonist	MEKK3 PB1 HTS	p-CIP stab down
COC(=O)c1ccc(NC(=O)C(=O)N2CCN(C(=S)Nc3cccc(OC)c3)CC2)cc1	-2	-3	-65	3	3	-5	2.8	103	-12
CCOc1cc(/C=C2\C(=O)N(c3ccc(C(N)=O)cc3)N=C2C)ccc1OC(=O)c1cccs1	nt	10	24	2	-6	2	0.7	99	-16
CC(=O)Nc1cccc(NC(=O)CSc2n[nH]c(-c3ccccc3)n2)c1	-4	9	nt	-1	-1	-3	-0.8	nt	nt
CCOC(=O)C1=C(C)NC(=S)NC1/C=C/c1ccccc1 (configuration not stated)	-2	-2	-19	-4	-13	0	4.6	104	-26
CC(=O)c1ccc(NC(=O)C(C)OC(=O)c2ccc(NS(=O)(=O)c3ccc(F)c(F)c3)cc2)cc1 (configuration not stated)	-5	2	0	0	9	6	-0.8	96	4
CC(C)c1ccccc1OCC(O)CN(CC(O)COc1cccc2ccccc12)C(C)C (configuration not stated)	-5	-9	4	11	-13	-3	1.1	109	2

All compounds of this part, repeating the preview:
SMILES	GalR3 antag	M4 PAM	PHOSPHO1 block	IDE act	CRFR2-BP antag	IDE cell inh	CRFBP-R2 agonist	MEKK3 PB1 HTS	p-CIP stab down
COC(=O)c1ccc(NC(=O)C(=O)N2CCN(C(=S)Nc3cccc(OC)c3)CC2)cc1	-2	-3	-65	3	3	-5	2.8	103	-12
CCOc1cc(/C=C2\C(=O)N(c3ccc(C(N)=O)cc3)N=C2C)ccc1OC(=O)c1cccs1	nt	10	24	2	-6	2	0.7	99	-16
CC(=O)Nc1cccc(NC(=O)CSc2n[nH]c(-c3ccccc3)n2)c1	-4	9	nt	-1	-1	-3	-0.8	nt	nt
CCOC(=O)C1=C(C)NC(=S)NC1/C=C/c1ccccc1 (configuration not stated)	-2	-2	-19	-4	-13	0	4.6	104	-26
CC(=O)c1ccc(NC(=O)C(C)OC(=O)c2ccc(NS(=O)(=O)c3ccc(F)c(F)c3)cc2)cc1 (configuration not stated)	-5	2	0	0	9	6	-0.8	96	4
CC(C)c1ccccc1OCC(O)CN(CC(O)COc1cccc2ccccc12)C(C)C (configuration not stated)	-5	-9	4	11	-13	-3	1.1	109	2
CSc1nsc(SCC(=O)N2CCc3ccccc32)n1	-4	-2	16	0	-4	7	1.9	101	3
Cc1c(C(=O)N2CCOCC2)oc2c1C(=O)CC(C)(C)C2	-3	19	7	4	12	-3	0.1	102	-2
Cc1ccnc(NS(=O)(=O)c2ccc(CC(C)C)cc2)c1	-1	3	17	0	-11	-6	1.2	100	8
COc1ccc2[nH]c3c(c2c1)CCN1C(=O)N([C@@H](C)C(=O)NCCc2ccc(F)cc2)C(=O)[C@]31C	1	-2	3	1	0	0	0.9	104	0
CC(/C=N/NC(=O)Cc1cccn1C)=C\c1ccccc1	0	6	1	3	-5	2	0.9	108	0
COc1ccc(NS(=O)(=O)c2cc(NC(=O)c3ccc(=O)[nH]c3)ccc2N2CCCC2)cc1	-5	7	-7	-6	3	-2	-0.3	105	6
Cc1ccc(S(=O)(=O)Oc2ccc(/C=C(/NC(=O)c3ccccc3)C(=O)NCC(=O)O)cc2)cc1	-3	3	40	nt	12	6	-0.8	98	-4
O=C1/C(=C/c2ccc(O)c(O)c2)SC(=S)N1Nc1ccccc1	nt	-10	-19	-33	-102	nt	35	98	-268
CC(C)C(=O)N1CCN(c2nc(-c3ccc(Cl)cc3)cs2)CC1	-6	-5	-1	-8	18	4	-1.3	102	11
CCC(C)c1ccc(NC(=O)c2c([N+](=O)[O-])cnn2CC)cc1 (configuration not stated)	-6	-1	25	0	0	nt	0.1	100	1
CC(O)CNc1nc2c(c(=O)n(C)c(=O)n2C)n1Cc1cccc(C(F)(F)F)c1 (configuration not stated)	-1	-3	6	3	-22	2	2.4	104	-6
COc1cc(CN2CCN(c3ccccc3F)CC2)c([N+](=O)[O-])cc1OC	-6	0	6	1	16	0	-0.1	97	-6
CCOC(=O)C1=C(CNCCc2ccc(Cl)cc2)NC(=O)NC1c1cccc([N+](=O)[O-])c1 (configuration not stated)	-7	-12	47	-9	-40	0	0.9	104	2
COc1ccc(S(=O)(=O)N2CCN(S(=O)(=O)c3ccc4c(c3)OCCO4)CC2)cc1	-2	4	5	-4	6	7	1.7	101	9
CC(Nc1cc(N2CCN(S(C)(=O)=O)CC2)ccc1[N+](=O)[O-])c1ccccc1 (configuration not stated)	-4	-2	-7	-1	4	-4	0.5	88	8
COc1cc([N+](=O)[O-])ccc1NC(=O)CSc1nncn1-c1cccnc1	-7	3	28	-1	-10	-3	9.4	102	-6
Nn1cnnc1SCC(=O)Nc1ccc2c(c1)OCCO2	-1	1	28	4	6	1	-0.9	81	-1
Cc1ccc(-c2cnc(NCc3cc4c(cc3[N+](=O)[O-])OCO4)n2C)cc1C	-11	-7	24	4	28	-6	1.6	97	-20
C/C(=N/NC(=O)c1ccc2c(c1)OCO2)c1ccc(NC(=O)C(F)(F)F)cc1	-1	-7	-6	4	10	12	2.3	101	-15
CCN(CC)S(=O)(=O)c1cc(NC(=O)CN2C(=O)NC3(CCCc4ccccc43)C2=O)ccc1C (configuration not stated)	-2	-2	5	-2	-34	3	0.7	99	-3
CC(C)c1nc(SCC(=O)Nc2ccc([N+](=O)[O-])cc2Br)n[nH]1	-1	-3	-2	10	6	-2	-4.9	81	3
O=C(Nc1ccc2c(c1)OCCO2)c1c(F)cccc1F	nt	-2	0	4	3	3	0.9	99	-18
S=C(NCc1ccncc1)Nc1cccc(Cl)c1	3	5	7	4	4	1	0.6	106	-9
O=C(CN1C(=O)COc2ccccc21)N1CCN(c2ccccc2F)CC1	-4	-3	7	-3	14	-2	0.5	97	8
COc1cccc(C(=O)NC(=S)Nc2nnn(C)n2)c1	0	2	-27	-3	9	1	0.7	95	-16
CC(NC(=O)OCc1ccccc1)c1ccccc1 (configuration not stated)	1	-11	nt	0	-4	-5	-2.9	nt	nt
O=C(CN1CCN(S(=O)(=O)c2ccc(Br)cc2)CC1)N/N=C/c1ccncc1	3	-7	4	-2	0	-1	-1.0	89	3
O=C(N=C1SC2CS(=O)(=O)CC2N1c1ccc(Cl)cc1Cl)C1CCCO1 (configuration not stated)	1	-2	15	-1	0	3	1.7	100	2
CN(CC(=O)Nc1cccc(F)c1)C(=O)c1ccc(OCC2CCCO2)cc1 (configuration not stated)	1	2	nt	-4	-12	1	2.6	102	3
Cc1cccc(NC(=O)CSCc2cc(=O)n3ccsc3n2)c1C	nt	0	17	6	-5	-3	0.3	99	4
Cc1nn2c(-c3ccncc3)ccnc2c1Br	-4	3	12	3	6	0	-0.4	84	18
CSCc1c(C(=O)Nc2ccc(N3CCOCC3)cc2)oc2ccccc12	1	-4	-1	1	-11	-4	-6.5	99	-7
O=C(Cc1c[nH]c2ccccc12)Nc1cccc(S(=O)(=O)N2CCCCC2)c1	nt	nt	15	nt	nt	3	nt	98	-7
Brc1ccc2nc(-c3cccs3)c(NCC3CCCO3)n2c1 (configuration not stated)	2	-6	-99	1	-10	-3	11	101	-11
O=C(Cc1ccc(NC(=O)C2CCCN(C(=O)C3CCCC3)C2)cc1)Nc1cccc(C(=O)N2CCCC2)c1 (configuration not stated)	3	4	nt	4	3	nt	0.8	nt	nt
O=C(O)CSc1nnc(Cc2ccccc2)n1-c1ccccc1	-4	0	1	3	2	-6	0.6	101	-10
CCOC(=O)N1CCc2c(sc(NC(=O)CN3CCN(C)CC3)c2C(=O)Nc2ccccc2)C1	-3	-2	15	5	-6	-8	2.1	104	-1
Cc1cccc(N(CC(=O)NCC2CCCO2)C(=O)CCC(=O)Nc2cc(C)on2)c1 (configuration not stated)	-4	1	29	-4	8	2	-0.4	106	-14
O=C(NC1CCCCC1)C(c1cccs1)N(Cc1cccs1)C(=O)c1cccs1 (configuration not stated)	-9	-5	-12	4	6	3	-1.5	105	-2
N#Cc1nc(-c2cccs2)oc1N1CCN(c2ccccc2)CC1	-5	-2	25	3	-44	1	0.9	104	-14
CC(=C\C(=O)O)/C(=C/c1ccco1)C(=O)O	-2	8	12	17	-8	-5	1.3	99	-12
COc1ccc(NC(=O)C2=NN(C3CCS(=O)(=O)C3)C(=O)CC2)cn1 (configuration not stated)	-9	-4	9	-3	2	0	-2.2	100	4
NS(=O)(=O)c1ccc(CCNC(=O)/C=C/c2cccc([N+](=O)[O-])c2)cc1	-3	2	41	7	8	-3	-1.3	107	3
Cc1scc(C(=O)NNC(=S)NCc2ccccc2)c1C	-4	11	16	3	2	-6	1.8	103	-7
Cc1ccc(/C=C/C(=O)O)cc1S(=O)(=O)N1CCCCC1	-6	2	-12	-2	8	-2	4.4	101	-4
COC(=O)c1cccc(NS(=O)(=O)c2ccc(NC(C)=O)cc2)c1C	-5	-6	-6	-2	9	4	0.1	93	-2
CCCCCCCCNC(=O)/C(C#N)=C/c1ccccc1[N+](=O)[O-]	-2	3	5	-12	-97	7	62*	108	-13
COc1ccc(NC(=O)CSCc2ccc(C#N)cc2)c(OC)c1	-8	-6	nt	0	-1	-1	-0.5	95	-1
Cc1cnc(C(=O)OCc2nc3ccsc3c(=O)[nH]2)cn1	-5	4	nt	-4	-2	-3	1.9	nt	nt
O=C(N/N=C/c1ccc[nH]1)c1ccc(O)cc1	-6	3	20	3	7	3	-0.2	95	-10
O=S1(=O)c2ccccc2OC(COCc2ccccc2)CN1C1CC1 (configuration not stated)	-5	8	nt	-2	6	nt	3.1	nt	nt
COc1ccc(NC(=O)CSc2nnc(-c3cccnc3)o2)c(OC)c1	-2	6	nt	4	-2	1	-2.5	nt	nt
COc1ccc(NC(=O)c2cn(-c3ccccc3)nc2SC)cc1	-1	-1	1	3	-11	-1	-0.3	98	4
Cc1sc2ncnc(N3CCC(C(=O)NNC(=O)COc4ccccc4Cl)CC3)c2c1C	-1	-13	nt	-1	13	11	-1.4	nt	nt

For reference, four of the compounds above.
SMILES	GalR3 antag	M4 PAM	PHOSPHO1 block	IDE act	CRFR2-BP antag	IDE cell inh	CRFBP-R2 agonist	MEKK3 PB1 HTS	p-CIP stab down
Cc1ccc(/C=C/C(=O)O)cc1S(=O)(=O)N1CCCCC1	-6	2	-12	-2	8	-2	4.4	101	-4
COC(=O)c1cccc(NS(=O)(=O)c2ccc(NC(C)=O)cc2)c1C	-5	-6	-6	-2	9	4	0.1	93	-2
CCCCCCCCNC(=O)/C(C#N)=C/c1ccccc1[N+](=O)[O-]	-2	3	5	-12	-97	7	62*	108	-13
COc1ccc(NC(=O)CSCc2ccc(C#N)cc2)c(OC)c1	-8	-6	nt	0	-1	-1	-0.5	95	-1

Screening data: PubChem, several laboratories
